Assay outcomes as filed in PubChem.
M1 PAM = human M1 muscarinic receptor positive allosteric modulators, primary screen, CHO-K1 cells, Fluo-8 calcium fluorescence, 1536-well. CHO-K1 hM1, ACh EC20; 0% = ACh EC20, 100% = maximal ACh. activation, % at 3 µM. actives 0.088% (n = 360,000). AID 588819, 2011; in the data active = activation above about 19%, passing the limit was not always enough
Target sequence (P11229 whole entry, looked up): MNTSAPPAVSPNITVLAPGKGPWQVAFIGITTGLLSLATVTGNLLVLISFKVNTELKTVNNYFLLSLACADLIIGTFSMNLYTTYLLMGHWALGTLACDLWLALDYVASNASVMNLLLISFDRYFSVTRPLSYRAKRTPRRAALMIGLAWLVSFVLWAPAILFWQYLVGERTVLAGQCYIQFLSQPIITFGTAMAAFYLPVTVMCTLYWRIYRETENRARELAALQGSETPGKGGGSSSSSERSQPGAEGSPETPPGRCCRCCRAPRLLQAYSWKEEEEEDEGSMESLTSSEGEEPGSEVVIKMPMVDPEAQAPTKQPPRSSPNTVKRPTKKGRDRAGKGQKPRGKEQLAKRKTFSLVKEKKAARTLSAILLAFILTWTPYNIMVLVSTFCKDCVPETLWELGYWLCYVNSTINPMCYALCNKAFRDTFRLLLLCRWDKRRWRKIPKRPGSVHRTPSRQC
M1 PAM parental = nonselective calcium activators in parental CHO-K1 cells, primary screen, counter-screen for M1 PAM project, cell-based, Fluo-8 calcium fluorescence, full deck, 1536-well. ATP EC20; 0% at ATP EC20, 100% at ATP max. activation, % at 3 µM. actives 0.02% (n = 360,000). AID 602247, 2012;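 active = activation above the run cutoff, the mean activation of all test compounds plus 3 SD, cut at about 40% in these data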;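 note: peak over basal fluorescence ratio in a 140 s read after ATP addition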
M1 antag = human M1 muscarinic receptor antagonists, primary screen, CHO-K1 cells, Fluo-8 calcium fluorescence, 1536-well | Muscarinic acetylcholine receptor M1 (Homo sapiens), P11229 | CHO-K1 hM1, ACh EC80 antagonist | inhibition, % at 3 µM | actives 1.3% (n = 360,000) | AID 588852, 2011;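 active = percent inhibition above its own plate's cutoff, namely the mean of that plate's compound wells plus 3 SD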;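 note: peak over basal fluorescence ratio during 140 s after agonist addition; 0% = ACh EC80 plus DMSO and 100% = DMSO alone without agonist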
M1 ag parental = counter-screen for M1 agonists: effect in parental CHO-K1 cells; Fluo-8 calcium fluorescence; scaled to maximal ATP response, vehicle zero; AID 602248, 2012; actives 0.48% (n = 360,000); activation, % at 3 µM; in the data active = activation above about 15%;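 note: untransfected CHO-K1 host cells lacking M1 receptor as counterscreen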
CHO parental Ca = ATP-evoked calcium signal inhibitors, parental CHO, primary screen, counter-screen for OX1R antagonist project, cell-based, fluorescence, Fluo-8 calcium dye | parental CHO-K1, ATP-induced calcium, Fluo-8 fluorescence | inhibition, % at 5.6 µM | actives 0.63% (n = 330,000) | AID 463079, 2010;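 active = inhibition above that plate's mean sample inhibition plus 3 SD, cut at about 26% in these data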;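 note: 0% = ATP-challenged DMSO wells and 100% = DMSO wells without ATP; some compounds past the cut are filed as inactive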
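material = parental CHO cells | also added = ATP as calcium-mobilizing challenge | dosing = single point at 5.6 µM | detection = intracellular calcium via Fluo-8 no-wash fluorescent dye | read-out = % inhibition | benchmarks = low control ATP plus DMSO, high control DMSO only | repeats = one well per compound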
TAAR1 antag = human TAAR1 antagonists, primary screen, Fluo-8 calcium fluorescence, CHO RD-HGA16 cells. AID 624466, 2012. actives 1.5% (n = 360,000). Trace amine-associated receptor 1 (Homo sapiens), Q96RJ0. inhibition, % at 3 µM. antagonist;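 active = inhibition above a per-plate cutoff, the mean inhibition of test compounds on that plate plus 3 SD, cut at about 49% in these data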;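 note: 0% = DMSO plus EC80 beta-PEA response and 100% = DMSO alone without agonist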
Target sequence (Q96RJ0 whole entry, looked up): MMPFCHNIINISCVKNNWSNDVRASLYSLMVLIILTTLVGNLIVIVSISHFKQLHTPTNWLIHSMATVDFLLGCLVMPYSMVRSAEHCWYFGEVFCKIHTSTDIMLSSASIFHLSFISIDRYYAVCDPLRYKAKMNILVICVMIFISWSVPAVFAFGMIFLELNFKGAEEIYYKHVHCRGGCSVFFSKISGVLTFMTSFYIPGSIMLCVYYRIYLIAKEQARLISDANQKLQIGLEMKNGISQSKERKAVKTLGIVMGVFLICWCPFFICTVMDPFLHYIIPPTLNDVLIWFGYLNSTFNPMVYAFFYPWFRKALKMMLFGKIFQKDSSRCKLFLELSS
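Test system – hTAAR1-expressing CHO RD-HGA16 cells, Gα16-coupled · Reagent – β-PEA at EC80 concentration, post-compound challenge · Compound dosing – 3 µM, single point · Timing – 140 s kinetic read after compound, 140 s after agonist · Detection – Fluo-8 intracellular calcium dye fluorescence, real-time kinetic reads · Control set – DMSO and EC80 PEA controls · Repeats – n of 1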
TAAR1 agonist = human TAAR1 agonists, primary screen, Fluo-8 calcium fluorescence, CHO RD-HGA16 cells | actives 0.99% (n = 360,000) | AID 624467, 2012 | vehicle wells 0%, saturating PEA agonist 100% | activation, % at 3 µM | Trace amine-associated receptor 1 (Homo sapiens), Q96RJ0;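 active = activation above the mean activation of all test compounds in the run plus 3 SD, cut at about 38% in these data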
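Test system: RD-HGA16 (CHO) cells co-expressing Gα16 and hTAAR1 | Doses: Single dose, 3 µM | Schedule: 17-24 h seeding, 75 min 37 °C dye, 30 min RT | Evaluation: % activation from peak over basal fluorescence ratio, DMSO-to-PEA scaled | Technique: Kinetic Fluo-8 calcium fluorescence | Benchmarks: Low control DMSO, high control PEA (EC100)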
CHRM1 agonist = human M1 muscarinic receptor agonists, primary screen, Fluo-8 calcium fluorescence, CHO-K1 cells, HTS; actives 0.33% (n = 360,000); CHO-K1 hM1, agonist mode; 0% DMSO, 100% acetylcholine EC100; activation, % at 3 µM; Muscarinic acetylcholine receptor M1 (Homo sapiens), P11229;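 active = activation above the run's mean compound activation plus 3 SD, cut at about 16% in these data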;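 note: peak over basal fluorescence ratio within a 140 s kinetic read after compound addition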
CHO-K1 Ca antag = M1 antagonist counterscreen hit in parental CHO-K1 cells; ATP-induced calcium, Fluo-8 fluorescence; inhibition, % at 3 µM; actives 0.6% (n = 360,000); AID 602250;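 active = inhibition above a per-plate cutoff, the plate's mean sample inhibition plus 3 SD, cut at about 24% in these data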;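 note: 0% = DMSO plus EC80 ATP and 100% = DMSO alone without ATP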
* = called active by the depositor.

COC(=O)c1cccc(C23CC4(C2)[C@H](CN(Cc2ccc(C(F)(F)F)cc2)[C@@H]4c2ccccc2)C3c2ccccc2)c1 (stereo not given in full) was read as M1 PAM -6, M1 PAM parental 9, M1 antag 5, M1 ag parental 1.1, CHO parental Ca -27, CHRM1 agonist -8 and CHO-K1 Ca antag -15.
Screening O=C(O)C1CC=CCC1C(=O)Nc1cc(Cl)ccc1Cl (stereo not given) returned M1 PAM 11, M1 PAM parental 15, M1 antag -17, M1 ag parental -0.2, CHO parental Ca -6, TAAR1 antag -16, TAAR1 agonist -2, CHRM1 agonist -4 and CHO-K1 Ca antag -3.
Cc1cccc(NCC(=O)N/N=C\c2cccc(Oc3ccccc3)c2)c1 was read as M1 PAM 11, M1 PAM parental 23, M1 antag -7, M1 ag parental 1.9, CHO parental Ca -21, TAAR1 antag 34, TAAR1 agonist 14, CHRM1 agonist -6 and CHO-K1 Ca antag -5.
O=C(OCc1cc(=O)n2ccsc2n1)c1ccc(OC(F)F)cc1 was read as M1 PAM -2, M1 PAM parental -13, M1 antag 7, M1 ag parental 0.8, TAAR1 antag -7, TAAR1 agonist 2, CHRM1 agonist -5 and CHO-K1 Ca antag 12.
COc1ccc(C)cc1S(=O)(=O)N1CCN(C/C=C/c2ccccc2)CC1 was read as M1 PAM -11, M1 PAM parental -1, M1 antag 16, M1 ag parental 0.9, CHO parental Ca -19, TAAR1 antag -8, TAAR1 agonist 2, CHRM1 agonist -7 and CHO-K1 Ca antag -9.
CCOC(=O)c1c(C)[nH]c(C)c1S(=O)(=O)N(C)CC(=O)Nc1ccccc1F was read as M1 PAM 10, M1 PAM parental 20, M1 antag -1, M1 ag parental 0.1, CHO parental Ca 0, TAAR1 antag -29, TAAR1 agonist 0, CHRM1 agonist 3 and CHO-K1 Ca antag -2.
For CC1Cc2ccccc2N1C(=O)CSc1nncn1C (stereo not given) the results were M1 PAM -3, M1 PAM parental 14, M1 antag 5, M1 ag parental 0.7, CHO parental Ca 7, TAAR1 antag 0, TAAR1 agonist 8, CHRM1 agonist -6 and CHO-K1 Ca antag 1.
`CCC(C)NC(=O)Cn1cnc2sc(C)c(S(=O)(=O)N3CCN(c4ccccc4OC)CC3)c2c1=O` (stereo not given) gave M1 PAM 16, M1 PAM parental -6, M1 antag 2, M1 ag parental 0.3, CHO parental Ca -21, TAAR1 antag -1, TAAR1 agonist -1, CHRM1 agonist 5 and CHO-K1 Ca antag -14.
Screening Cc1ccc2oc(=O)n(Cc3ccccc3OC(C)C)c2c1 returned M1 PAM -1, M1 PAM parental -8, M1 antag 7, M1 ag parental -0.5, CHO parental Ca -10, TAAR1 antag 10, TAAR1 agonist 4, CHRM1 agonist -3 and CHO-K1 Ca antag -3.
`COc1cc(C(=O)NCC(c2ccc(F)cc2)N2CCOCC2)ccc1OCc1ccccc1Cl` (stereo not given) gave M1 PAM 0, M1 PAM parental 16, M1 antag 2, M1 ag parental 1.8, CHO parental Ca -23, TAAR1 antag 16, TAAR1 agonist 6, CHRM1 agonist -5 and CHO-K1 Ca antag 2.
`O=C(COc1ccccc1Cl)NC(=S)Nc1ccccc1N1CCCC1` gave M1 PAM -7, M1 PAM parental -16, M1 antag 7, M1 ag parental 0.4, CHO parental Ca -28, TAAR1 antag -12, TAAR1 agonist -2, CHRM1 agonist -4 and CHO-K1 Ca antag 1.
`CC(C)OC(=O)CSc1nnc(Cc2ccccc2)n1Cc1ccco1` gave M1 PAM 2, M1 PAM parental 14, M1 antag -6, M1 ag parental 6.5, CHO parental Ca -9, TAAR1 antag 8, TAAR1 agonist 1, CHRM1 agonist -6 and CHO-K1 Ca antag 1.
`CC(C)c1ccc(C(=O)NN2C(=O)C3CCCCC3C2=O)cc1` (stereo not given) gave M1 PAM -1, M1 PAM parental 5, M1 antag 4, M1 ag parental 0.2, CHO parental Ca -1, TAAR1 antag -29, TAAR1 agonist 2, CHRM1 agonist -5 and CHO-K1 Ca antag 5.
`O=C(/C=C/c1ccc(Cl)c(Cl)c1)NC1=NCCS1` gave M1 PAM -2, M1 PAM parental -3, M1 antag 5, M1 ag parental 0.1, CHO parental Ca -11, TAAR1 antag -1, TAAR1 agonist 4, CHRM1 agonist -8 and CHO-K1 Ca antag 1.
`O=C(COC(=O)c1cccnc1Cl)Nc1ccc(N2CCCCC2)cc1` gave M1 PAM 8, M1 PAM parental 11, M1 antag -4, M1 ag parental 1.2, CHO parental Ca -12, TAAR1 antag 6, TAAR1 agonist 4, CHRM1 agonist -4 and CHO-K1 Ca antag -13.
CCOc1ccc(/C=N/NC(=O)c2ccc(Cn3cc(Br)cn3)o2)cc1 was read as M1 PAM 2, M1 PAM parental 13, M1 antag -8, M1 ag parental 0.5, CHO parental Ca -14, TAAR1 antag -6, TAAR1 agonist 0, CHRM1 agonist -4 and CHO-K1 Ca antag -8.
`c1ccc(-c2csc3ncnc(NCc4ccccn4)c23)cc1` gave M1 PAM -19, M1 PAM parental 10, M1 antag 43*, M1 ag parental 13, CHO parental Ca 1, TAAR1 antag 53*, TAAR1 agonist 11, CHRM1 agonist 1 and CHO-K1 Ca antag 4.
COc1ccc2ccc(OCC(=O)Nc3cc(C)on3)cc2c1 was read as M1 PAM 2, M1 PAM parental 16, M1 antag -3, M1 ag parental 0.3, CHO parental Ca -3, TAAR1 antag 5, TAAR1 agonist 2, CHRM1 agonist -1 and CHO-K1 Ca antag -20.
Screening O=C(COC(=O)CCN1C(=O)C2CC=CCC2C1=O)Nc1ccc([N+](=O)[O-])cc1 (stereo not given) returned M1 PAM 3, M1 PAM parental 3, M1 antag -7, M1 ag parental 3.1, CHO parental Ca -8, TAAR1 antag 2, TAAR1 agonist 7, CHRM1 agonist 0 and CHO-K1 Ca antag -15.
`COc1ccccc1-n1c(SCC(=O)Nc2ccc3c(c2)OCO3)nc2c(c1=O)SCC2` gave M1 PAM 7, M1 PAM parental 3, M1 antag -6, M1 ag parental 0.2, CHO parental Ca -8, TAAR1 antag -2, TAAR1 agonist 3, CHRM1 agonist -3 and CHO-K1 Ca antag -5.
`CC1(C(=O)NS(=O)(=O)C2CC2)CCCN(C(=O)c2ccc(C(F)(F)F)cc2)C1` (stereo not given) gave M1 PAM 0, M1 PAM parental -2, M1 antag -4, M1 ag parental 0.1, TAAR1 antag 10, TAAR1 agonist 0, CHRM1 agonist 0 and CHO-K1 Ca antag -1.
For CC(C)(O)/C=C/C(=O)[C@](C)(O)C1[C@H](O)C[C@@]2(C)C3CC=C4C(C=C(O[C@@H]5O[C@H](CO)[C@@H](O)[C@H](O)[C@H]5O)C(=O)C4(C)C)[C@]3(C)C(=O)C[C@]12C (stereo not given in full) the results were M1 PAM 1, M1 PAM parental -15, M1 antag 2, M1 ag parental -0.1, CHO parental Ca 0, TAAR1 antag -14, TAAR1 agonist 2, CHRM1 agonist -3 and CHO-K1 Ca antag -2.
CC(=O)N/C(=C\c1ccccc1)C(=O)OCc1ccccc1 was read as M1 PAM 6, M1 PAM parental 1, M1 antag -3, M1 ag parental -0.2, CHO parental Ca -5, TAAR1 antag -11, TAAR1 agonist -2, CHRM1 agonist -3 and CHO-K1 Ca antag -4.
`CCCCNC(=O)N1CCN(C(c2ccccc2)c2ccccc2)CC1` gave M1 PAM 2, M1 PAM parental 6, M1 antag -7, M1 ag parental -0.2, CHO parental Ca -22, CHRM1 agonist -7 and CHO-K1 Ca antag -20.
CCc1ccc(NC(=S)NC2CC3CCCC(C2)N3Cc2ccccc2)cc1 (stereo not given) was read as M1 PAM -15, M1 PAM parental -16, M1 antag 28, M1 ag parental 0.8, CHO parental Ca -23, TAAR1 antag 19, TAAR1 agonist 10, CHRM1 agonist -4 and CHO-K1 Ca antag 10.
For OC(CNCc1ccc2c(c1)OCO2)COc1ccccc1 (stereo not given) the results were M1 PAM 5, M1 PAM parental -17, M1 antag 2, M1 ag parental 0.7, CHO parental Ca -1, TAAR1 antag 2, TAAR1 agonist 2, CHRM1 agonist -4 and CHO-K1 Ca antag 4.
For O=C1COc2ccccc2N1Cc1c(F)cccc1Cl the results were M1 PAM 3, M1 PAM parental 5, M1 antag -4, M1 ag parental -0.5, CHO parental Ca -12, TAAR1 antag 1, TAAR1 agonist -3, CHRM1 agonist -7 and CHO-K1 Ca antag -17.
`CCCCn1c(N)c(N(CCOC)C(=O)c2oc3c(Cl)cccc3c2C)c(=O)[nH]c1=O` gave M1 PAM -6, M1 PAM parental 6, M1 antag 0, M1 ag parental 3.5, TAAR1 antag 19, TAAR1 agonist 4, CHRM1 agonist 0 and CHO-K1 Ca antag -3.
Screening COc1ccc(CNc2ncnc3sccc23)cc1 returned M1 PAM -19, M1 PAM parental -19, M1 antag 31*, M1 ag parental 12, CHO parental Ca 45*, TAAR1 antag 4, TAAR1 agonist -1, CHRM1 agonist -1 and CHO-K1 Ca antag 23.
CN(C(=O)c1cncc(Br)c1)C1C2CC3CC(C2)CC1C3 (stereo not given) was read as M1 PAM -1, M1 PAM parental -3, M1 antag -6, M1 ag parental 1.6, CHO parental Ca -9, TAAR1 antag 5, TAAR1 agonist 7, CHRM1 agonist -8 and CHO-K1 Ca antag -1.

Three structures from above, sorted by molar mass, low to high:
CCOc1ccc(/C=N/NC(=O)c2ccc(Cn3cc(Br)cn3)o2)cc1 was read as M1 PAM 2, M1 PAM parental 13, M1 antag -8, M1 ag parental 0.5, CHO parental Ca -14, TAAR1 antag -6, TAAR1 agonist 0, CHRM1 agonist -4 and CHO-K1 Ca antag -8.
`CCC(C)NC(=O)Cn1cnc2sc(C)c(S(=O)(=O)N3CCN(c4ccccc4OC)CC3)c2c1=O` (stereo not given) gave M1 PAM 16, M1 PAM parental -6, M1 antag 2, M1 ag parental 0.3, CHO parental Ca -21, TAAR1 antag -1, TAAR1 agonist -1, CHRM1 agonist 5 and CHO-K1 Ca antag -14.
For CC(C)(O)/C=C/C(=O)[C@](C)(O)C1[C@H](O)C[C@@]2(C)C3CC=C4C(C=C(O[C@@H]5O[C@H](CO)[C@@H](O)[C@H](O)[C@H]5O)C(=O)C4(C)C)[C@]3(C)C(=O)C[C@]12C (stereo not given in full) the results were M1 PAM 1, M1 PAM parental -15, M1 antag 2, M1 ag parental -0.1, CHO parental Ca 0, TAAR1 antag -14, TAAR1 agonist 2, CHRM1 agonist -3 and CHO-K1 Ca antag -2.
